# TRAIL sens C8: viability loss with TRAIL in NB7+C8 cells, primary screen, TRAIL sensitizer project, cell-based, ATPlite luminescence. inhibition (viability loss, TRAIL sensitization), % at 10 µM. 360,000 tested, 1% active;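 active = compounds causing at least 50% loss of cell viability in the single-dose screen, relative to plate controls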
# MITF TRPM1 inh: inhibitors of MITF-dependent TRPM1 promoter reporter, primary screen, cell-based, SK-MEL-5, single point, luciferase | SK-MEL-5 TRPM1 promoter luciferase, 24 h | inhibition, % at 12.5 µM | 330,000 tested, 0.83% active;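 active = mean inhibition across replicates of 60% or more, whatever share of single replicates reaches that level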; note: values of inactives mirror those of a sister screen read the other way
# hiPSC survival: enhancers of single-cell hiPSC survival, primary screen, ATPlite luminescence. 100% = ROCK inhibitor wells, 0% = DMSO. survival enhancement, % at 20 µM. 360,000 tested, 0.044% active; in the data active = survival enhancement above about 18%;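 note: cells exposed to compounds for 16 hours before the ATP read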
# CF NFkB block: inhibitors of PAF-induced NF-kB signaling, primary screen, cell-based, GFP fluorescence, uHTS; KKLEB NF-kB-GFP reporter, GFP fluorescence overnight; inhibition, % at 5 µM; 360,000 tested, 0.86% active; AID 588850, 2011;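 active = at least 50% inhibition at 5 µM, scaled per plate between neutral and stimulator controls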;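 note: PAF is a Pseudomonas aeruginosa culture filtrate used as stimulus; plate controls were PAF-stimulated DMSO wells for no effect and unstimulated DMSO wells for full effect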
# EBV LMP1 NFkB: EBV LMP1-driven NF-kappaB luciferase reporter inhibitors, primary screen, cell-based, luminescence, single point | LMP1-induced NF-kappaB luciferase reporter cells | inhibition, % at 12.5 µM | AID 504558, 2011 | 350,000 tested, 0.69% active; in the data active = inhibition above about 41%;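 note: 0% = neutral control wells and 100% = reference inhibitor control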
# NR2E3 ag-1: inhibitors of NR2E3-RetCOR corepressor binding, primary screen, NR2E3 agonist project, biochemical, TR-FRET, GST-NR2E3, biotin-RetCOR. 1536-well. inhibition of corepressor binding, % at 4.78 µM. 320,000 tested, 0.12% active. Photoreceptor-specific nuclear receptor (Homo sapiens), Q9Y5X4. AID 2300, 2010;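 active = percent inhibition above the cutoff of mean plus 3 SD of all tested compounds, set per screening campaign, cut at about 20% in these data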;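 note: 0% = DMSO wells and 100% = biotin wells as full block of FRET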
#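 Material: NR2E3–RetCOR corepressor complex / Incubation: Compound–protein incubation for 5 h at 4 °C / Dosing: compound at 4.8 µM, single dose / Detection: time-resolved FRET / Benchmarks: high control biotin, low control 0.6% DMSO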
# KKLEB tox: cytotoxicity in KKLEB CF airway cells, primary screen, cytotoxicity control for CF NF-kB inhibitor project, cell-based, uHTS, fluorescence assay plates; AID 602141, 2011; 360,000 tested, 0.36% active; activity change (cytotoxicity), % at 5 µM; KKLEB CF airway cells viability, ATPlite luminescence, overnight; active compounds read low; cells stimulated with P. aeruginosa culture filtrate;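 active = corrected activity change at or below -50% at 5 µM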
# Peg3 promoter: Peg3 promoter-driven luciferase inhibitors, primary screen, cell-based, HeLa, luciferase luminescence; 360,000 tested, 1.7% active; HeLa PEG-Prom luciferase reporter, overnight; inhibition, % at 20 µM; AID 588405, 2011;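 active = inhibition of at least 50% at 20 µM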
# HIF-2a inh: HIF-2a reporter inhibitors, primary screen, luminescence, 786-0 RCC cells; 786-0 RCC cells HIF-2a reporter, luciferase luminescence, overnight; inhibition, % at 18.8 µM; 360,000 tested, 0.72% active; AID 624352, 2012;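 active = inhibition of the luminescence signal of 40% or more relative to plate controls, in a single-dose primary screen at 18.75 µM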
# Shn3 3UTR inh: reduction of Shn3 3'UTR firefly luciferase signal, primary screen, Schnurri-3 inhibitor project, cell-based, Clone20 osteoblasts, set 2; Clone20 osteoblast Shn3 3'UTR firefly luciferase, 24 h; inhibition, % at 12.5 µM; 360,000 tested, 0.52% active; AID 588674, 2011;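 active = mean inhibition of at least 75% with every replicate also reaching 75%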;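 note: 0% = median of neutral control wells and 100% = pilot-screen positive control compound; some compounds past the cut are filed as inactive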
# NR2E3 ag-2: NR2E3 agonists in two-hybrid cells, primary screen, cell-based, luminescence, CHO-S, Gal4-NCOR/VP16-NR2E3; inhibition of corepressor binding, % at 3.98 µM; AID 602229, 2012; Photoreceptor-specific nuclear receptor (Homo sapiens), Q9Y5X4; luciferase; 360,000 tested, 0.35% active;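 active = inhibition above the mean of all tested compounds plus 3 SD, cut at about 70% in these data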;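 note: 0% = DMSO with NR2E3 transfected cells and 100% = cells lacking NR2E3 construct; higher means lower luciferase signal from less NR2E3 corepressor binding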
# Active calls of the source: *; nt = not tested or not shown. Not all compounds are listed. The share of hits here may be higher or lower than overall.
molecule	Shn3 3UTR inh	CF NFkB block	HIF-2a inh	MITF TRPM1 inh	Peg3 promoter	KKLEB tox	TRAIL sens C8	EBV LMP1 NFkB	hiPSC survival	NR2E3 ag-1	NR2E3 ag-2
Cc1ccc2[nH]cc(CCNC(=O)c3cccnc3)c2c1	6	1	4	2	-1	4	5	-5	-1.6	2	0
CC1(C(=O)NC2CCCCCC2)CCC(=O)N1Cc1ccc2c(c1)OCO2 (stereo not given)	-1	7	6	9	4	-7	-1	4	-2.1	-1	5
CCn1c(SCC(=O)NCC2CCCO2)nc2c(c1=O)SC(C)C2 (stereo not given)	6	12	11	15	11	-22	9	-7	-0.1	0	-6
Cc1ccc(NC(=O)c2sc3nc(N)c(C#N)cc3c2N)cc1	-48	18	-165	-52	-109	-9	10	-5	-0.9	-2	-79
O=C(CCCN1C(=O)CCC1=O)Nc1ccc2c(c1)OCO2	-3	-17	-25	1	-22	10	-2	0	-1.4	2	-4
COc1cccc(CC2(CO)CCN(Cc3cccn3-c3cccnc3)CC2)c1	35	13	10	7	11	-12	0	3	-0.4	2	-16
CCc1cccc(C)c1NC(=O)CN(C)C1=NS(=O)(=O)c2ccccc21	-23	5	16	nt	-19	8	-6	8	-0.5	5	-73
COc1cccc(C(=O)Nc2cc3c(cc2N2CCOCC2)n(C)c(=O)n3C)c1	-15	-14	-10	-8	-24	3	-1	-15	0.4	2	-5
Cn1nc(C(F)(F)F)c2cc(C(=O)NC3CC3)sc21	3	-13	17	-15	21	-6	7	0	-1.2	3	11
CN(C)CCN1C(=O)CCC2(C)C1=CCC1C2CCC2(C)C1CCC2(C)O (stereo not given)	-11	-3	11	-7	-4	-3	4	-5	-2.9	nt	25
CN(CC(=O)Nc1ccc(F)cc1)C(=O)c1cc(-c2ccco2)nc2ccccc12	-8	-2	10	5	17	-4	13	5	-0.4	-3	29
CN(Cc1cccnc1)Cc1cn(C)nc1-c1ccc(Oc2ccccc2)cc1	9	-4	13	-2	23	4	-1	-9	-0.4	-5	13
CCC(C(=O)OCC(=O)N(CCOC)c1c(N)n(Cc2ccccc2)c(=O)[nH]c1=O)c1ccccc1 (stereo not given)	-4	14	19	-8	4	-4	-48	6	-0.4	2	5
COc1c(C)cccc1C(=O)Nc1ccc(N2CCOCC2)c(Cl)c1	-34	22	-252	-86	-367	-8	19	-47	5.0	4	-135
Cc1cccc(C(C#N)c2nc3ccccc3nc2C(F)(F)F)c1 (stereo not given)	8	13	9	-5	21	-8	-15	0	1.2	-1	-15
CCc1nc(C)cn1S(=O)(=O)c1cc([N+](=O)[O-])ccc1Cl	-35	-9	10	-9	11	5	-4	-3	-1.9	5	-10
COc1ccc2c(C)cc(=O)[nH]c2c1	0	-14	-6	0	4	-4	11	0	-1.9	-1	19
C/C(=N\OC(=O)c1ccc(Cl)c(Cl)c1)c1sc(C)nc1C	7	17	8	-5	2	-9	-1	9	-3.3	2	4
CC(Oc1cccc(F)c1)C(=O)/C=C\N(C)C (stereo not given)	18	12	9	-10	3	6	5	2	-0.7	3	4
Cc1[nH]c2ccccc2c1C(=O)C(=O)N1CCN(c2ccccc2F)CC1	5	-18	19	-4	8	4	-1	-2	-0.6	-5	-33
COc1cc(/C=N/n2nnnc2N)cc(Cl)c1OC	-4	2	20	2	24	1	-7	7	-0.7	1	1
C=CCSc1nc(C)c(Cc2cccc3ccccc23)c(=O)[nH]1	1	18	5	-15	10	-23	4	-4	-0.5	5	-21
N#Cc1cnc(NCc2ccc(Cl)cc2Cl)nc1	6	4	-5	-2	4	4	-21	-4	0.2	2	-23
CCOC(=O)c1nn(-c2ccc(OCC)cc2)c2nc(-c3cccc(OC)c3)c(C#N)c(=O)n12	-8	-7	32	-18	20	6	7	-7	0.3	0	-28
CC(=O)N1c2ccccc2[C@H](C)[C@H]1C	10	13	2	7	3	-2	-4	0	1.3	0	-23
Cc1ccccc1NC(=S)N(CCCN1CCCCC1)Cc1ccco1	-13	-6	11	-6	-5	12	0	5	-1.4	4	14
COC(=O)c1nn(-c2ccccc2)c(Sc2ccc(Cl)cc2)c1/C=N/O	16	10	10	9	19	-14	-4	10	-1.0	-1	-5
CC(=O)NNc1nc(-c2ccccc2)c2cc(Cl)ccc2n1	13	-26	19	nt	2	-2	2	-1	-1.5	nt	-5
Cc1onc(-c2ccccc2)c1C(=O)Nc1cccc2nsnc12	-61	0	-14	-10	4	6	3	-3	7.8	-2	-39
O=C(CNC(=O)Cc1ccccc1)N=Nc1c(O)[nH]c2ccccc12	-1	-10	12	15	6	-6	-4	-6	-0.7	-1	-21
CC(=O)c1ccc(OCC(=O)OCC(=O)N(CC(C)C)c2c(N)n(Cc3ccccc3)c(=O)[nH]c2=O)cc1	7	25	5	-13	2	-5	10	4	0.6	nt	-21
O=C(CC1CCCCC1)NCc1nc(-c2ccccc2)no1	nt	-2	-6	2	3	2	-13	2	0.3	3	-3
Cc1c(C=NNc2ccccc2)[nH]c(=O)[nH]c1=O	3	-18	-18	-8	4	-5	7	-3	-2.1	nt	14
CCCCn1c(N)c(N(CC(C)C)C(=O)c2ccc(COc3ccccc3)o2)c(=O)[nH]c1=O	5	17	5	-3	0	-8	4	12	-0.5	1	-9
Cc1cccc(NC(=O)C(=O)NNC(=O)c2ccc(C(C)(C)C)cc2)c1	-11	84*	-16	-6	0	-62*	1	-4	-0.5	5	-2
Nc1ccccc1C=C1Cc2ccccc2C1=O	-58	-59	-211	-9	-244	-7	48*	-46	-2.3	nt	-141
Brc1ccc2cccnc2c1	-5	-5	13	7	-3	2	-10	-4	-1.8	-1	-14
CCCCC(=O)Nc1cccc(-c2cn3ccccc3n2)c1	-17	1	-149	-68	-191	1	12	-10	2.2	-2	-85
CC(C)CC(=O)NC(=S)Nc1nc(-c2ccc(Cl)cc2)cs1	6	24	-37	3	-3	-18	0	-25	4.4	2	13
CCC(=O)c1cccc(-c2ccccc2)c1CC	-1	-21	4	-2	1	10	-1	-8	-1.1	nt	-7
O=C(CSCCc1ccccn1)Nc1cccnc1Cl	10	6	-24	8	12	-8	11	-1	-1.4	-2	-6
Cc1cc(NC(=O)c2cc(-c3ccco3)on2)nn1Cc1ccc(Cl)cc1	18	-11	-51	-1	-4	-11	30	7	0.3	2	-27
Oc1cc(NCc2ccc(Cl)cc2)cc2cccnc12	10	20	10	13	-1	10	9	47*	0.7	nt	-25
COC(CNC(=O)c1ccc(N2CCC3(CC2)OCCO3)c([N+](=O)[O-])c1)OC	18	10	1	-1	4	-2	-1	51*	0.4	-4	-26
CCN(CC)CCN(C(=O)/C=C/c1cccs1)c1nc2ccc(Cl)cc2s1	-4	35	-11	-12	-4	-14	35	-4	2.3	0	12
CC(C)NCC(O)Cn1c2c(c3ccccc31)CCc1c-2cnn1-c1ccccc1 (stereo not given)	9	-1	41*	85*	104*	-1	4	18	-4.0	-3	-5
COc1ccc(C(=O)NCc2ccccc2OC)c(OC)c1	2	-4	5	-2	-19	0	-15	-10	-1.4	3	-12
O=C(NCc1cccnc1)c1nc(-c2cccs2)no1	-36	15	-30	4	-9	-11	1	-4	3.6	-1	-19
COc1ccccc1-n1cnnc1SCC(=O)c1cc(C)n(Cc2cccs2)c1C	-21	-23	-51	-11	-24	12	11	0	-1.8	-4	-17
Cc1ccc(NC(=O)CCn2c(=S)oc3ccccc32)cc1	-8	6	7	-7	9	-1	0	7	7.7	2	3
COc1ccc(N(CC(=O)NCc2ccccc2OC)S(=O)(=O)c2ccc(C)cc2)cc1Cl	2	-25	10	-1	7	12	-17	4	-0.4	4	-16
O=C(NO)c1ccccc1C(F)(F)F	15	2	16	3	17	-3	-1	6	-2.1	2	2
Cc1ccc(S(=O)(=O)NNC(=O)C2CCN(S(=O)(=O)c3ccc(C)cc3)CC2)cc1	3	2	16	-5	8	2	-17	-6	-1.7	1	-12
CC(C)N1CCN(Cc2cc(F)ccc2-n2cccn2)CC1CCO (stereo not given)	3	15	16	1	0	-19	3	-5	-0.9	2	-1
CC(=O)Nc1ccc(NC(=O)CC2Nc3cccc4cccc(c34)NC2=O)cc1 (stereo not given)	-12	15	21	16	10	-3	-14	-1	2.4	-3	-22
COC(=O)CN1C(=O)[C@@H]2[C@H](C1=O)[C@@H]1CC(C(=O)OC)=C[C@@H](C(=O)OC)[C@@H]3C1=C(C(=O)[C@]3(C)NC(=O)c1ccccc1)[C@@H]2C	6	11	13	-10	0	11	-4	2	0.2	-4	-24

# The list goes on.
molecule	Shn3 3UTR inh	CF NFkB block	HIF-2a inh	MITF TRPM1 inh	Peg3 promoter	KKLEB tox	TRAIL sens C8	EBV LMP1 NFkB	hiPSC survival	NR2E3 ag-1	NR2E3 ag-2
Cc1nc2c(Cl)cc(Cl)cc2[nH]1	10	9	23	-10	15	-10	-7	0	2.1	3	-1
COc1cccc(CC(=O)NC2CCCN(Cc3ccccc3F)C2)c1 (stereo not given)	8	-8	10	-2	13	-2	3	-3	0.0	4	4
CCCC(=O)Nc1nc(C)c(C(C)=O)s1	-28	3	-1	-6	4	9	-6	-12	-0.5	-1	-12
OC1CCN(Cc2cccc3ccccc23)CC1	-24	-11	28	-1	5	14	14	-10	0.6	-3	14
COc1ccccc1CNC(=O)c1sccc1C	-23	6	-46	-17	-22	-19	-8	-3	2.9	2	-31
CC1Cc2ccccc2N1C(=O)Cn1nc(C(=O)O)c2ccccc2c1=O (stereo not given)	-11	-19	8	-2	7	7	5	-1	2.1	-3	-20
O=C(CCc1ccccc1)N=C1SC2CS(=O)(=O)CC2N1c1ccc(F)cc1 (stereo not given)	9	-1	18	-4	11	-7	-8	1	0.0	-2	-39
O=C(C1CCCN1S(=O)(=O)c1ccc(Cl)cc1)N1CCOCC1 (stereo not given)	-3	7	7	8	1	-4	-26	-1	-2.4	-2	8
COc1cccc(CN2CCSCC2)c1	-8	-9	10	-5	2	13	-14	-1	2.8	-2	-22

# Screening results deposited in PubChem BioAssay by several laboratories.
